Bioassay records as filed in PubChem BioAssay.
TRPV1 agonist: human TRPV1 agonism | Q8NER1 | TRPV1-expressing cells, Fluo-8 calcium influx, agonist mode | activation, % at 8.33 µM | 0.19% of 320,000 active | AID 540275; in the data active = activation above about 80%; inconclusive = between about 30% and that limit; also: 0% is about no effect
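Fluo-8 calcium influx in TRPV1-expressing cells, kinetic read (ex 480/em 520 nm). Compound added and read 3 min for agonist activity, followed by capsaicin at EC20 final and 2 min further read for enhancement.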
Gal4-VP16 FLuc: Gal4-VP16 reporter inhibition counter-screen; Potency, µM (highest dose often 53.6 µM), without a hit: top-dose activity, negative = inhibition, most hits filed as inhibitors; 3.5% of 310,000 active; Drosophila S2 Gal4-VP16 UAS-luciferase, luminescence, 20 h;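 also: Gal4-VP16 expression switched on by copper sulfate through the metallothionein promoter; potency is read from the fitted curve at half-maximal effect; % is scaled to controls: 0 for no effect and ±100 for the full control effect; nearly all actives have a fitted effect of over 50% in size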
RORgamma inh: inhibitors of mouse ROR gamma transcriptional activity; P51450; Drosophila S2 Gal4-RORgamma UAS-luciferase reporter, 20 h; Potency, µM (doses to about 53.6 µM), inactives show at the highest dose activity change, negative = inhibition, most hits filed as inhibitors; 5.4% of 310,000 active; AID 2551; also: potency is read from the fitted curve at half-maximal effect; % is scaled to controls: 0 for no effect and ±100 for the full control effect; nearly all actives have a fitted effect of over 60% in size
Target sequence (P51450 whole entry, looked up, the tested form may be a part): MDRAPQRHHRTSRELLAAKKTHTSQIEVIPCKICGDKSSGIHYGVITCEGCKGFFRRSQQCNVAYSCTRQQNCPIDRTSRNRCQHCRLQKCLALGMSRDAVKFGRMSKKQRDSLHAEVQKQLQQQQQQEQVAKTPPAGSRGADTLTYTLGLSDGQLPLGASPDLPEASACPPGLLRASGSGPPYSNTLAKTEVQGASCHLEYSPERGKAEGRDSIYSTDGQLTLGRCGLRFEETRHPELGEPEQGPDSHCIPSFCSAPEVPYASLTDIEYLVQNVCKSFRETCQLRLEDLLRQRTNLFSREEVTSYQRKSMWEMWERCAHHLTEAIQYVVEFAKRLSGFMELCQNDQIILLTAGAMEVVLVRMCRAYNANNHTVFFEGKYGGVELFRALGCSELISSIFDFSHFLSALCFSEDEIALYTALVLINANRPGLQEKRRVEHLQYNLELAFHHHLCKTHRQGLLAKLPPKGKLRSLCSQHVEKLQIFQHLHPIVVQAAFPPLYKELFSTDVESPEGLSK
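Stable Schneider cell line, Gal4 DNA-binding domain fused to ROR gamma, UAS-luciferase. Cmpd 1 hr RT → CuSO4 700 uM final → 20 hr RT → luciferase reagent 10 min → luminescence.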
Tb PFK inh: inhibitors of T. brucei phosphofructokinase; O15648; T. brucei PFK, ADP-Glo luminescence; Potency, µM (top dose mostly 57.5 µM), without a hit: at the highest dose activity, negative = inhibition, usual class: inhibitors; 0.17% of 330,000 active;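 also: potency is read from the fitted curve at half-maximal effect; 0% = uninhibited 1x PFK enzyme wells and -100% = no-enzyme wells; nearly all actives have a fitted effect of over 60% in size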
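ADP-Glo luminescence quantified ADP after 45 min at room temperature, with 1.25 nM T. brucei PFK, 0.1 mM ATP and 0.5 mM fructose-6-phosphate in pH 8.0 TEA buffer. qHTS titrations up to 57 µM; curves classified by quality.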
ELG1 genotox: induces genotoxicity in HEK293T cells with luciferase-tagged ELG1. HEK293T ELG1-luciferase reporter, luminescence, 16 h. Potency, µM (top dose mostly 46 µM), without a hit: top-dose activity change, positive = activation, actives largely listed as activators. 1.3% of 330,000 active. AID 504466; also: potency is read from the fitted curve at half-maximal effect; % of control where 0% means no effect; nearly all actives have a fitted effect of over 60% in size
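Cells (2,000/well) expressing the ELG1-luciferase fusion are dosed by pin tool and kept 16 hr at 37 °C, 5% CO2. Signal comes from ONE-Glo luciferase reagent after 30 min at room temperature.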
BRCA1 expr act: BRCA1 expression activation | MCF7-BRCA1-FFLuc reporter, luminescence, 48 h; response scale: scaled: vehicle 0%, 10 µM genistein 100% | Potency, µM (doses to about 46.1 µM), for inactives: at the highest dose activation, usual class: activators | 1.1% of 380,000 active | AID 624202; also: potency is read from the fitted curve at half-maximal effect; nearly all actives have a fitted effect of over 80% in size; some results filed as inactive show a strong effect at the top dose
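Activators of BRCA1 expression were detected as increased firefly luciferase luminescence in engineered MCF7 cells after 48 h compound incubation. Signals were scaled to genistein 10 microM as full activation.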
p53 reactivator: re-activators of mutant p53. H1299 p53-A138V BP100-luciferase reporter, luminescence, 24 h. Potency, µM (doses to about 92.2 µM), without a hit: at the highest dose activity change, positive = activation, hits mostly activators. 0.063% of 320,000 active; also: potency is read from the fitted curve at half-maximal effect; % of control where 0% means no effect; nearly all actives have a fitted effect of over 45% in size
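p53-null H1299 cells stably carrying temperature-sensitive p53-A138V and a BP100-luciferase reporter were pinned with compounds (4-point, 1:5 series) and held 24 hrs at 37 deg C. Luminescence was read 10 min after detection reagent.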
NPC1 prom act: NPC1 promoter activation; Huh7 NPC1 promoter luciferase reporter, 24 h; Potency, µM (highest dose often 9.22 µM), for inactives: top-dose activation, usual class: activators; 2.4% of 320,000 active; AID 485313;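 also: potency is read from the fitted curve at half-maximal effect; % of control where 0% means no effect; nearly all actives have a fitted effect of over 60% in size; reporter is driven by a mutant NPC1 promoter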
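NPC1 promoter–luciferase Huh7 cells; 24 h compound; luminescence.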
FLuc modulator: inhibits or activates purified firefly luciferase, miR-21 counter-screen; purified FLuc, Km substrates, luminescence inhibition; Potency, µM (highest dose often 57.5 µM), inactives show at the highest dose activity change, negative = inhibition, actives largely listed as inhibitors; 6.9% of 360,000 active; AID 588342;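 also: potency is read from the fitted curve at half-maximal effect; plate controls were vehicle for no effect and reference inhibitor for full effect; nearly all actives have a fitted effect of over 55% in size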
Target sequence (P08659 whole entry, looked up): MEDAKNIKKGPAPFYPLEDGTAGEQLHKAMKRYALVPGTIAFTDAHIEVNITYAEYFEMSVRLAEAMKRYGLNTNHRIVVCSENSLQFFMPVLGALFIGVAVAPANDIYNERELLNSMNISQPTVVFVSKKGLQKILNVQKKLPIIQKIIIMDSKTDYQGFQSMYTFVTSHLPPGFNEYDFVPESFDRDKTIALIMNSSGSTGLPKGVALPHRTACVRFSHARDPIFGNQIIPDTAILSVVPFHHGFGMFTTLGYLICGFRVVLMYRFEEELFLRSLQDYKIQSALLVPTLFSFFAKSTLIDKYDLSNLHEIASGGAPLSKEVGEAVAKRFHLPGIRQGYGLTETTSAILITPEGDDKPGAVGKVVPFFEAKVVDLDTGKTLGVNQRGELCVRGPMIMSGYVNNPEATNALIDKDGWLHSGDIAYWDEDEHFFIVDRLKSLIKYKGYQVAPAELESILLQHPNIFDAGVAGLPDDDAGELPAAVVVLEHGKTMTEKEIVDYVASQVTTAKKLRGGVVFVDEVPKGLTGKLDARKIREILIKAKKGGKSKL
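Biochemical qHTS of compounds, final roughly 60 µM downward over six points, against 10 nM purified firefly luciferase using Km concentrations of substrates (10 uM D-luciferin, 10 uM ATP) in Tris acetate pH 7.5 buffer; luminescence output.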
ELG1 DNA repair: blocks ELG1-dependent DNA repair in HEK293T cells. HEK293T ELG1-luciferase reporter, luminescence, 16 h; DNA damage induced by 5-fluorouridine. Potency, µM (doses to about 46.1 µM), without a hit: at the highest dose activity change, negative = inhibition, hits mostly inhibitors. 2.3% of 330,000 active; also: potency is read from the fitted curve at half-maximal effect; % is scaled to controls: 0 for no effect and ±100 for the full control effect; nearly all actives have a fitted effect of over 55% in size
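DMSO vehicle served as the neutral condition. Each well held 2,000 cells given 5-fluorouridine plus compound; after 16 hr at 37 °C/5% CO2, ONE-Glo was added and luciferase measured 30 min later.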
Rab9 promoter act: activators of Rab9 promoter. Huh7 Rab9 promoter-luciferase reporter, luminescence, 24 h. Potency, µM (highest dose often 9.22 µM), without a hit: top-dose activation, negative = inhibition, hits mostly activators. 2.8% of 320,000 active. AID 485297; also: potency is read from the fitted curve at half-maximal effect; % of control where 0% means no effect; nearly all actives have a fitted effect of over 60% in size
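Measured in stably transfected Huh7 cells bearing a Rab9 promoter–luciferase construct: 24 h compound treatment at 37 °C, followed by luminescence detection.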
* hit, by the source's call; ? = inconclusive; · = no result given; [ ] = remark or other dose. Unless noted, calls follow the shape of the dose curve; as a rule, active = well fitted curve in the direction sought with a large enough effect; inconclusive = small, poorly fitted or top-dose-only effect, or another doubt; inactive = no such curve, though single readings can be large; an effect the other way counts as inactive or inconclusive.

SMILES	TRPV1 agonist	Gal4-VP16 FLuc	RORgamma inh	Tb PFK inh	ELG1 genotox	BRCA1 expr act	p53 reactivator	NPC1 prom act	FLuc modulator	ELG1 DNA repair	Rab9 promoter act
COc1cccc(CNCc2cc(OC)cc(OC)c2)c1	4	-5%	-1%	-6%	-10%	-9%	5%	-2%	-1%	12%	-5%
CC(C)c1cc(C(N)=O)c(NC(=O)c2cccc(COc3ccc(Cl)cc3)c2)s1	2	-1%	13%	1%	0.73µM*	?	?	0.32µM*	1.5µM*	?	2µM*
S=C(NC1CC2CCC1C2)N1CCN(c2cccc(Cl)c2)CC1 (centres undefined)	?	-14%	22µM*	?	-11%	-25%	-3%	5%	-2%	?	0%
COc1ccc(NC(=O)Nc2cccc3ccccc23)cc1OC	4	5%	5%	-1%	8%	28%	-12%	-2%	-8%	2%	-1%
O=C(Nc1ccccc1Cl)C1CCN(S(=O)(=O)c2cccc3nonc23)CC1	-2	-12%	7%	-4%	-8%	-2%	0%	0%	0%	0%	0%
CCN(CC)C(=O)c1cn(CCC#N)nc1-c1ccc2ccccc2c1	4	0%	28%	0%	-3%	-11%	9%	1%	3%	1%	-3%
COc1ccc(OC)c(N(CC(=O)Nc2cccnc2)S(=O)(=O)c2ccc(C)cc2)c1	?	-8%	-19%	0%	-11%	-74%	-4%	-5%	8%	?	-4%
CC1CC(C)CN(C(C)C(=O)Nc2cc(S(=O)(=O)N3CCCCC3)ccc2Cl)C1 (centres undefined)	·	·	·	0%	-1%	-14%	11%	·	·	4%	·
C=CCOc1ccc(CNn2c(C)n[nH]c2=S)cc1OC	-2	-28%	0%	0%	5%	49%	-2%	6%	-12%	0%	5%
O=C(Cn1c(=O)oc2cc(S(=O)(=O)N3CCCC3)ccc21)N1CCc2ccccc2C1	12	-4%	20%	0%	-4%	0%	-4%	-1%	-1%	?	-6%
CSCc1ccc(C(=O)Nc2cccc(C)c2C)cc1	2	5%	34%	0%	?	11µM*	?	?	12µM*	?	?
O=C(NC(=O)c1ccc(F)cc1F)Nc1ccc(Cl)cc1	0	7%	12%	-3%	13%	2.8µM*	5%	?	-10%	?	2.2µM*
CCOc1ncccc1C(=O)OCC(=O)c1cc(C)n(Cc2ccco2)c1C	13	14%	?	-10%	6.5µM*	74%	?	0.35µM*	0.85µM*	?	0.5µM*
CCCC(=O)c1c[nH]c(C(=O)NCc2ccco2)c1	0	-1%	21%	1%	0%	-6%	-6%	-2%	4%	-1%	-2%
O=C(CCN1C(=O)c2ccc(Br)cc2C1=O)NC1CCCCC1	-1	-7%	7%	-3%	2%	-22%	14%	-5%	3%	0%	-2%

Filtered by structure, those above with four or more nitrogen atoms
SMILES	TRPV1 agonist	Gal4-VP16 FLuc	RORgamma inh	Tb PFK inh	ELG1 genotox	BRCA1 expr act	p53 reactivator	NPC1 prom act	FLuc modulator	ELG1 DNA repair	Rab9 promoter act
O=C(Nc1ccccc1Cl)C1CCN(S(=O)(=O)c2cccc3nonc23)CC1	-2	-12%	7%	-4%	-8%	-2%	0%	0%	0%	0%	0%
CCN(CC)C(=O)c1cn(CCC#N)nc1-c1ccc2ccccc2c1	4	0%	28%	0%	-3%	-11%	9%	1%	3%	1%	-3%
C=CCOc1ccc(CNn2c(C)n[nH]c2=S)cc1OC	-2	-28%	0%	0%	5%	49%	-2%	6%	-12%	0%	5%

New compounds follow:
SMILES	TRPV1 agonist	Gal4-VP16 FLuc	RORgamma inh	Tb PFK inh	ELG1 genotox	BRCA1 expr act	p53 reactivator	NPC1 prom act	FLuc modulator	ELG1 DNA repair	Rab9 promoter act
O=S(=O)(c1ccccc1)c1nc(-c2ccco2)oc1NCc1cccnc1	-5	6%	3%[10 µM]	-5%	-1%	-15%	-2%	0%	-10%	-11%	9%
O=c1cc(CO)oc(CN2CCN(c3ccccc3)CC2)c1O	-2	0%	-17%	-3%	0%	-22%	0%	1%	0%	-2%	1%
Cc1noc(C)c1S(=O)(=O)N1CCC(Cc2ccccc2)CC1	0	-12%	30%	-1%	-5%	-20%	-4%	-2%	3%	-11%	2%
CCOC(=O)C1CCCN(S(=O)(=O)c2c(C)c(C)cc(C)c2C)C1 (centres undefined)	8	-13%	-3%	-1%	-3%	-17%	-3%	-2%	1%	11%	-5%
CCCN(CCC)CCCNC(=O)c1ccc2c(c1)N(CC)C(=O)c1ccccc1S2=O (centres undefined)	-2	-10%	-13%	1%	0%	0%	-9%	3%	3%	26%	-2%
CCOc1ccc(S(=O)(=O)N2CCCC(C(=O)NCc3cccnc3)C2)cc1C (centres undefined)	12	-3%	?	3%	-10%	-23%	4%	-4%	-1%	1%	-5%
CCNc1ccc(C(=O)Nc2ccc3nc(C)sc3c2)cc1[N+](=O)[O-]	1	-30%	?	0%	4%	-11%	10%	-6%	-18%	?	-1%
O=C(CCC(=O)c1ccccc1)NCCc1c[nH]c2ccccc12	4	-4%	5%	-15%	0%	12%	-9%	-8%	-13%	9%	1%
Cc1cccc(C(=O)NNC(=O)c2ccc(O)cc2)c1	2	12%	-8%	4%	-1%	39%	?	2%	0%	20%	17%
COc1ccc(C)cc1S(=O)(=O)N(CC(=O)N1CCCC1)c1ccccc1	2	-6%	2%	0%	-6%	5%	-6%	-2%	0%	-6%	-2%
CCCCCn1cnnc1SCC(=O)c1ccc2c(c1)OCO2	5	·	·	-2%	2%	27%	-1%	0%	4%	15%	-5%
O=C(Nc1ccc(Cl)cc1)c1ccco1	?	-2%	16%	1%	?	?	1%	2.8µM*	17µM*	?	?
COc1ccc(/C=C/C(=O)N(c2ccccn2)C2CCCCC2)cc1OC	10	6%	6%	-2%	-4%	-12%	-1%	-1%	0%	-22%	-3%
COc1cc(/C=N/Nc2nc3c(c(=O)n(C)c(=O)n3C)n2Cc2ccccc2)ccc1OC(=O)c1ccco1	-4	18µM*	-23%	-6%	0%	-65%	24%	-2%	1%	18µM*	-7%
CC(C)(C)c1ccc(C(=O)Nc2ccccc2NC(=O)c2ccco2)cc1	?	-7%	-6%	-15%	-3%	-34%	5%	-1%	19µM*	?	-2%
Cc1nc(N2CCN(Cc3ccccc3)CC2)nc2c1C(=O)CCC2	-5	-8%	?	1%	-6%	-36%	-3%	1%	6%	?	5%
CC(Oc1ccccc1)C(=O)Nc1ccc(S(=O)(=O)N2CCCC2)cc1 (centres undefined)	?	-18%	-3%	4%	-1%	-6%	-8%	1%	-1%	-1%	0%
Cc1cccc(CCN(CC(=O)NC(C)(C)C)C(=O)c2csnn2)c1	2	-1%	-3%	0%	-1%	11%	-4%	-4%	0%	0%	1%
Cc1cc(NCCCn2ccnc2)n2nc(-c3ccc(F)cc3)cc2n1	5	-10%	-26%	0%	5%	46%	7%	18%	9.5µM*	?	8%
O=C(c1ccccc1)c1nn(-c2cccc(Cl)c2)c2nc(-c3ccccc3)cc(=O)n12	-6	4%	-20%	2%	1%	-19%	0%	-1%	-4%	-1%	-5%
O=C1c2nc3cc(-c4ccccc4)[nH]n3c(=O)c2CN1Cc1ccccc1	2	2%	-13%	-1%	0%	-2%	3%	-2%	-9%	0%	-3%
O=C1CC/C=C\C[C@@H](CC(=O)N(CCO)Cc2ccccc2)C(=O)NCCO1	·	·	·	11%	-1%	-3%	-2%	·	·	?	·
CCOc1ccc(C(=O)COC(=O)c2nn(CC)c(=O)c3ccccc23)cc1	4	·	·	0%	4%	-13%	7%	-2%	·	5%	-3%
Cc1ccc(NC(=O)N2CCC(NC(=O)c3ccccc3C)CC2)cc1	29	-2%	13%	4%	-3%	0%	-4%	1%	0%	-13%	0%
COc1cc2c(cc1OC)C(C(=O)N1CCCC1)C(c1ccccc1F)N(C)C2=O (centres undefined)	1	-11%	5%	-3%	-4%	-14%	-2%	0%	2%	-3%	-5%
O=S(=O)(c1ccc(Cl)c(C(F)(F)F)c1)N1CCN(CC(O)COc2ccccc2F)CC1 (centres undefined)	?	-6%	7%	1%	-5%	-44%	7%	-2%	2%	1%	0%
Cc1c(CC(=O)NCC(=O)NCC(=O)O)c(=O)oc2c(C)c3oc4c(c3cc12)CCCC4	2	-3%	-8%	1%	0%	4%	2%	1%	?	3%	7%
CCOC(=O)c1cccc(NC(=O)CSc2nc3ccccc3c(=O)n2CCOC)c1	2	0%	5%	-6%	-12%	-46%	-6%	-3%	-1%	21µM*	-8%
O=[N+]([O-])c1ccc(C2CCCC/C2=N/OCc2ccccc2F)c([N+](=O)[O-])c1 (centres undefined)	·	3%	4%	0%	-5%	-27%	0%	0%	0%	0%	-1%
CCCc1[nH]nc2c1C(c1ccc(OC(=O)c3ccco3)cc1)C(C#N)=C(N)O2 (centres undefined)	-2	0%	-14%	4%	-1%	6%	9%	8%	-1%	12%	-4%
COc1ccc(C(=O)O/N=C(/C)c2cccs2)cc1	29	13%	15%	?	2%	21%	10%	-3%	0.076µM*	27%	-2%

The order is random; about 15% have a hit in one of these screens.
